TPT1 inhibitor: Candida albicans TPT1 enzyme inhibitors, primary screen, biochemical, fluorescence polarization; recombinant caTPT1, FP RNA substrate dephosphorylation; inhibition, % at 5 µM; 300,000 compounds, 0.81% hits; AID 1962, 2009;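 active means inhibition above the mean of all tested compounds plus 3 SD, set per screening campaign, cut at about 24% in these data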;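 further: plate controls were DMSO alone for no effect and ferristatin control at 100 nM for full effect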
Efflux pump mplx: inhibitors of Candida efflux pumps in yeast, primary screen, S. cerevisiae, Nile Red, multiplex. S. cerevisiae Candida pump triplex. inhibition, % at 10 µM. 330,000 compounds, 0.44% hits. AID 485275, 2010;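 active means plate passing quality check with inhibition over a set limit, or well fluorescence over plate mean plus 4 SD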;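 further: Nile Red retained in pooled yeast measured as flow cytometry median fluorescence; 0% = buffer negative control and 100% = Enniatin B positive control; higher means more Nile Red kept so more efflux inhibition; some compounds called inactive have numbers as strong as hits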
HCV core dimer: inhibitors of HCV core protein dimerization, primary screen, biochemical, TR-FRET, high-throughput | TR-FRET GST/Flag-core106 dimerization, 1536-well | inhibition, % at 5 µM | 300,000 compounds, 0.33% hits;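 active means inhibition above the mean of all tested compounds plus 3 SD, set per screening campaign, cut at about 45% in these data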
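Assay system: tagged HCV core106 pair (GST and Flag); medium: KF-containing HEPES buffer, pH 7.45, DTT, CHAPS, BSA; also added: Eu donor and XL665 acceptor anti-tag antibodies; dosing: 5 µM single dose; timing: compound-protein-antibody incubation 4 h at 22.5 °C; signal: TR-FRET 671 and 617 nm emission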
PP5 primary: PP5 phosphatase inhibitors, primary screen, biochemical, fluorescence; AID 1987, 2009; Serine/threonine-protein phosphatase 5 (Homo sapiens), P53041; inhibition, % at 6.7 µM; purified PP5c, OMFP substrate fluorescence; 320,000 compounds, 0.18% hits;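 active means inhibition above the campaign's mean inhibition across all tested compounds plus 3 SD, cut at about 9.5% in these data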;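 further: 0% = DMSO only and 100% = 100 µM cantharidin control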
Target sequence (P53041 whole entry, looked up): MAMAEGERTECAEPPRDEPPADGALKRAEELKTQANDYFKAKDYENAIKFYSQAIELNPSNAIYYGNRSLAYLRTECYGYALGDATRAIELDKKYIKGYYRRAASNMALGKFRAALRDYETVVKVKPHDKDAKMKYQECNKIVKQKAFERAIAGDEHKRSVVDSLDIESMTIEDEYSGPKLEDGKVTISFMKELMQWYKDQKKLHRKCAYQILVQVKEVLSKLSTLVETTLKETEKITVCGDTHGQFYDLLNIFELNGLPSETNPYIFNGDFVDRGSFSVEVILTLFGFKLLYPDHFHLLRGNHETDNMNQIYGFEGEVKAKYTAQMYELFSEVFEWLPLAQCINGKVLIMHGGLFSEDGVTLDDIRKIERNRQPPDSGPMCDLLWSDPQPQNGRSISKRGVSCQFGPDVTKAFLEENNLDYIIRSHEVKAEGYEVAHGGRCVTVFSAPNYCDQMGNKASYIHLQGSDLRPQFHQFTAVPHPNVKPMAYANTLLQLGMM
Fh CTSL1 inh: Fasciola hepatica cathepsin L1 inhibitors, primary screen, counter-screen for PFM18AAP inhibitor project, biochemical, QFRET, fluorogenic peptide substrate; recombinant F. hepatica cathepsin L1, Z-Leu-Arg-MCA fluorescence; inhibition, % at 5.96 µM; 300,000 compounds, 0.49% hits; AID 1906, 2009;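 active means inhibition above the mean of all tested compounds plus 3 SD, set per screening campaign, cut at about 17% in these data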;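 further: 0% = plate median of test compound wells and 100% = 1 µM Z-Phe-Ala-diazomethylketone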
proCasp7 act: procaspase-7 activators, primary screen, counter-screen for procaspase-3 activator project, biochemical, absorbance, HTS, human | Caspase-7 (Homo sapiens), P55210 | recombinant procaspase-7, Ac-DEVD-pNA absorbance 405 nm; D23A/D198A/D206A triple mutant, cannot self-cleave; scale: DMSO 0, 5 µM enzyme 100 | activation, % at 8.5 µM | 330,000 compounds, 0.093% hits | AID 463210, 2010;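 active means percent activation above the screen-wide mean plus 3 SD, cut at about 25% in these data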
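Material: Procaspase-7 triple mutant (PC-7 D3A) | Quantity: 2 µM procaspase-7 mutant as dispensed | Reagent: DEVD-pNA substrate | Times: 1 h preincubation, 2 h reaction | Technique: 405 nm absorbance of p-nitroaniline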
PP1 inh: PP1-alpha phosphatase inhibitors, primary screen, counter-screen for PP5 inhibitor project, biochemical, fluorescence, OMFP substrate, single point; purified PP1alpha; inhibition, % at 6.7 µM; 320,000 compounds, 0.9% hits;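 active means inhibition above the mean inhibition of all tested compounds plus 3 SD, computed separately for each screening campaign, cut at about 15% in these data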
Target sequence (P62136 whole entry, looked up): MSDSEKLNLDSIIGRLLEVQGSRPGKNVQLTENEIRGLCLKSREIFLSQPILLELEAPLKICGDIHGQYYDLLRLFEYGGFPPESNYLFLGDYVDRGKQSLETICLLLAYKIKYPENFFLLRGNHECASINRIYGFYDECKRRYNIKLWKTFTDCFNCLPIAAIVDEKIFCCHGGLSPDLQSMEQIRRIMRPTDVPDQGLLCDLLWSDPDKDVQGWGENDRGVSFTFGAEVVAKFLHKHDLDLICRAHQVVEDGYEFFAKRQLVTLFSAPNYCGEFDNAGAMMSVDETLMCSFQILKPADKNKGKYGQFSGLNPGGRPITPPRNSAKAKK
JMJD2C inh: inhibitors of GASC-1 histone demethylase, primary screen, biochemical, fluorescence, DELFIA europium; Lysine-specific demethylase 4C (Homo sapiens), Q9H3R0; GST-JMJD2C(1-420) H3K9me3 demethylation; inhibition, % at 2.35 µM; 330,000 compounds, 0.069% hits; AID 2099, 2009;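 active means more than half of a compound's replicate wells show inhibition beyond 50%, single wells judged on their own value; inconclusive means some, but no more than half, of replicates pass 50% inhibition; inactive means no replicate passes 50% inhibition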;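 further: signal counts dimethyl H3K9 product captured on neutravidin plate; 0% = median of DMSO wells and 100% = 0.3 times that DMSO median; strong numbers were not always called active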
procasp3 activ: activators of human procaspase-3 D3A mutant, primary screen, biochemical, absorbance, PC-3 D3A mutant, single concentration | recombinant procaspase-3 D3A, Ac-DEVD-pNA absorbance 405 nm | activation, % at 8.5 µM | 330,000 compounds, 0.11% hits | AID 463141, 2010;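 active means activation above the mean of all tested compounds plus 3 SD, cut at about 21% in these data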;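 further: 0% = DMSO alone and 100% = DMSO wells spiked with extra 5 µM PC-3 D3A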
Target sequence (P42574 whole entry D9A/D28A/D175A): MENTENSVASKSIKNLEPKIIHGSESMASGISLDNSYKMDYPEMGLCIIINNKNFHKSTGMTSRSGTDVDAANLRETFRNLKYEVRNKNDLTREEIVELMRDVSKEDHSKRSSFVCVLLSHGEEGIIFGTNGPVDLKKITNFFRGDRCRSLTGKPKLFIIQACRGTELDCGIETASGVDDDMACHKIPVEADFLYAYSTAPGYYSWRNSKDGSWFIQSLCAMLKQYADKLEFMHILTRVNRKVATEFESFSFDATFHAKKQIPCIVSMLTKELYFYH
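Compound: 8.5 µM single point, 0.8% DMSO / Material: Autoprocessing-dead procaspase-3 D3A mutant enzyme / Timing: 1 h preincubation plus 2 h reaction at 25 °C / Medium: Zinc-free HEPES/NaCl buffer with 0.01% Triton X-100 at pH 7.4 / Technique: 405 nm absorbance of p-nitroaniline, reads at 0 and 120 min / Repeats: one well per compound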
Numbers without * were called inactive; ? = inconclusive; nt = not tested or not shown.

Order of results: procasp3 activ, Fh CTSL1 inh, proCasp7 act, HCV core dimer, TPT1 inhibitor, JMJD2C inh, PP1 inh, Efflux pump mplx, PP5 primary
> COc1ccc(N2CCN(C3CC(=O)N(Cc4ccc(N5CCCC5=O)cc4)C3=O)CC2)cc1 (stereo unspecified)
    -6, -2, -16, 0, 2, -2, -4, 0.0, -0.9
> COc1ccc(/C=N/NC(=O)C[n+]2ccccc2)c(OC)c1OC
    0, 3, 4, 3, 0, -28, -2, 3.9, 0.4
> COc1ccc(OC)c(S(=O)(=O)Nc2cccnc2)c1
    -1, 0, -6, -5, 1, 7, -2, 0.0, 1.9
> Cc1ccc(C(O)c2cccnc2)o1 (stereo unspecified)
    -1, -2, 5, -1, -4, 8, -2, 0.0, 0.5
> N#Cc1ccc(NC(=O)CSc2n[nH]c(=O)n2C2CC2)cc1
    -2, nt, 1, nt, nt, nt, -1, -0.1, -3.0
> C=CCNC(=O)C12CC3CC(C1)CC(C(=O)NCC=C)(C3)C2
    -13, 6, 6, 5, -1, -2, -4, 0.0, 0.1
> Cc1ccc(C)n1-c1ccc(C(=O)/C=C/N(C)C)cc1
    1, 4, -2, 19, 16, 11, 16*, -0.1, 3.2
> O=C1C=C(Nc2ccccc2)C(=O)c2ccccc21
    -1, 2, 3, -23, -4, 2, 0, 0.0, 1.9
> COCCN1CN(S(=O)(=O)c2ccc(Cl)cc2)c2nc3ccccc3nc21
    0, -7, 3, 5, 0, -1, 7, 0.2, 3.5
> O=C(CSc1nc2c(sc3ccccc32)c(=O)n1CCc1ccccc1)NCc1ccco1
    -4, -5, 2, 9, 0, -5, 3, 1.5*, 4.2
> COc1ccc(CCNC(=O)c2ccco2)cc1
    -3, -1, 18, -4, 0, 1, -4, -0.2, -0.2
> N#CC1=C(N)N(c2ccccc2)C(c2cccc([N+](=O)[O-])c2)C1(C#N)C#N (stereo unspecified)
    -3, 3, 8, 7, 0, -2, 1, -0.3, 0.7
> COC(=O)c1scc(C)c1NC(=O)c1ccccc1F
    4, 1, -10, -4, 0, -4, -2, 0.0, -0.5
> CC(=O)c1ccc(NC(=O)COC(=O)CCc2ccc(S(=O)(=O)N3CCOCC3)cc2)cc1
    -5, -3, 4, -1, 0, 1, -4, 0.1, 0.2
> CC(=O)N/C(=C/c1ccccc1)C(=O)N1CCCCC1
    11, -4, -3, -5, -6, -2, 1, 0.1, 1.9
> CCC(=O)NCCc1nc(-c2ccccc2)no1
    4, -2, 3, -8, 0, 1, 2, 0.1, 3.6
> COc1ccc(NS(=O)(=O)c2cccc(C(=O)NNC(=O)c3ccccc3O)c2)cc1
    6, 1, 3, -1, -3, 5, -1, -0.1, 1.1
> O=C(Cn1cc([N+](=O)[O-])cn1)N1CCN(c2ccccc2)CC1
    10, -1, 0, 7, 2, -22, -1, 0.1, 0.5
> CCc1ccccc1N(CC(=O)NC(C)(C)CC)C(=O)CCC(=O)Nc1nccs1
    1, 1, 11, 7, 3, -17, 0, 0.0, -1.3
> Cc1ccc(CNC(=O)CCN2C(=O)[C@@H]3Cc4ccccc4CN3C2=O)cc1
    0, -3, -5, -5, 1, -9, 3, 0.0, 3.2
> CCN(CC)c1ccc(N2C(=O)c3ccccc3C2=O)cc1
    1, 2, 11, 3, -6, 4, 4, 0.0, -0.6
> CC(=O)Nc1ccc(NC(=S)Nc2ccc(Br)cc2)cc1
    -14, 2, -19, 1, 0, -1, -1, -0.2, -0.7
> Cc1ccc(CCN2CC(C(=O)NCCN3CCOCC3)CC2=O)cc1 (stereo unspecified)
    3, -3, 3, -10, -4, 1, -2, 0.1, 1.7
> Cc1nnc(SCC(=O)NC(=O)NCc2ccco2)n1Cc1ccccc1
    -8, -2, -1, 62*, 7, -9, 3, 0.2, -0.1
> Cc1cccc(N(CC(N)=O)C2SC(=O)NC2=O)c1 (stereo unspecified)
    -5, 0, -1, 0, -4, -4, -2, 0.0, 1.1
> CCCSc1nc(NCc2ccco2)c2c3c(sc2n1)COC(C)(C)C3
    -5, 9, -16, 4, 11, -4, 0, 0.0, 8.1
> CC(=O)Oc1ccc(C2OC(=O)c3ccccc3N2C(C)=O)cc1 (stereo unspecified)
    0, -8, 2, 3, -2, 1, -3, 0.1, -0.2
> COc1cccc(CNC(=O)c2ccncc2)c1
    -3, -1, 1, -7, -3, 2, -2, 0.1, 2.0
> CC(C)c1c(C(=O)N/N=C/c2cccc(OCc3ccc(F)cc3)c2)nnn1-c1nonc1N
    7, 1, -3, 15, -3, -2, 4, 0.0, 3.9
> CCc1ccccc1NC(=O)CCc1c(C)nc(SC)nc1C
    -6, -4, -8, 2, -1, 5, -1, 0.0, 2.8
> CC1CCN(S(=O)(=O)c2ccc(NC(=O)c3ccncc3)cc2)CC1
    1, -5, 9, 4, -3, -2, -3, 0.0, 0.3
> COc1cc(/C=N/NC(=O)Cc2nnc(N)s2)cc(OC)c1OC
    2, -3, -2, 0, -1, 7, -1, 0.0, 0.6
> Cc1ccc(CN2CC(C(=O)Nc3ncccc3C)CC2=O)cc1 (stereo unspecified)
    -5, 0, 7, 4, 0, -1, -5, -0.1, 4.7
> CCOc1ccc(/C=N/N2C(C)CCCC2C)cc1OC (stereo unspecified)
    7, 0, 14, -8, 3, -5, 0, -0.2, 0.4
> O=C(C1=C[C@@H]2[C@H]3C(=O)N(c4ccc(Cl)cc4)C(=O)[C@H]3[C@@H](C(=O)c3ccc(Cl)cc3)N2C=C1)c1ccccc1
    -7, 3, -8, 29, 21, 3, 14, -0.7, 1.8
> COc1ccc(NC(=O)COC(=O)c2ccc([N+](=O)[O-])o2)cc1Cl
    8, -11, 12, 3, 3, 5, -3, 0.1, -0.1
> COc1ccc(S(=O)(=O)n2cnc3cc(C)c(C)cc32)cc1
    8, -2, -10, -1, -5, 0, 1, -0.1, -2.3
> CCN1CCN(c2ccc(S(=O)(=O)N3CCCCC3)cc2NC(=O)Cc2c(F)cccc2Cl)CC1
    -8, 1, -2, -2, 1, -10, 1, 0.2, 0.4
> O=C(N1CCOCC1)N1CCN(S(=O)(=O)c2ccccc2)C1
    10, -3, 6, 4, -2, -4, -2, 0.1, 0.1
> COc1ccc(CSc2nncn2C)cc1[N+](=O)[O-]
    4, -1, 0, 6, -4, 5, 1, 0.0, 0.2
> O=C(NCC1CCCO1)c1ccc(NC(=O)c2ccc([N+](=O)[O-])cc2)cc1 (stereo unspecified)
    -7, -1, 0, -16, 0, -7, -4, 0.5, 2.5
> CC1(C)Oc2ccc(C(=O)NNC(=O)Nc3ccccc3)cc2NC1=O
    9, 3, -3, 9, 2, -1, -2, -0.1, 2.5
> CC(=O)Nc1ccc(NC(=O)CSc2n[nH]c(-c3cccs3)n2)cc1
    -5, -3, 2, -2, -5, 6, -3, -0.1, -0.5
> O=C(CSc1ccccc1)Nc1nccs1
    -5, 3, -4, -2, -5, -8, -5, -0.1, 1.1
> COc1ccc(C(=O)NC(=S)Nc2ccc(S(=O)(=O)Nc3cc(C)on3)cc2)cc1OC
    -11, -2, -5, 7, -3, 1, -3, -0.2, -1.6
> CC(=O)c1cccc(NC(=O)CCc2nc3sc4c(c3c(=O)[nH]2)CCCC4)c1
    9, -2, -5, 32, 15, ?, 2, -0.1, 0.8
> COc1ccc(OCC(=O)O/N=C(\N)c2ccc(OC)c(OC)c2)cc1
    5, -5, 12, -2, -1, -3, -1, -0.1, 4.6
> CNC(=O)Nc1cccc2cccnc12
    4, -3, 4, -6, -4, -5, -3, -0.1, 1.1
> Cc1ccc(S(=O)(=O)NC2(C(F)(F)F)C(=O)Nc3c2c(=O)[nH]c(=O)n3-c2ccccc2)cc1 (stereo unspecified)
    12, -4, 7, 6, -3, 20, -6, -0.1, 1.1
> Cc1ccc(C2CC(=O)NC(SCc3ccccc3)=C2C#N)o1 (stereo unspecified)
    6, -3, 7, -4, -1, -7, -1, 0.0, 3.9
> COc1ccc(NC(=O)Nc2ccc3nonc3c2)cc1
    -15, 5, -5, 5, 0, -20, 2, 0.2, 0.9
> CC1(C)CC(=O)c2sc(NS(=O)(=O)c3ccc(Br)cc3)nc2C1
    -2, 6, -5, -3, 1, -1, -2, -0.2, 0.2
> CCN1CCc2c(sc(NC(=O)c3ccc(S(=O)(=O)N(CC)c4ccccc4)cc3)c2C(N)=O)C1
    3, -4, -12, 0, 97*, 11, -6, 0.1, 3.7
> Cn1c(=O)c2c(ncn2CC(=O)Nc2nccs2)n(C)c1=O
    13, 9, 3, -2, -2, 5, -3, -0.1, -0.6
> COc1cc2c(cc1Cl)/C(=C\CCN(C)C)c1ccccc1S2
    -2, -2, -8, -5, -1, -5, -2, 0.1, 1.2
> CCNc1nc(SC(C)C(=O)Nc2ccccc2)nc(N2CCOCC2)n1 (stereo unspecified)
    14, -2, 8, -10, -3, -76, -1, -0.1, 1.0
> CCc1cc(CC)c(/C=N/NC(N)=O)c(CC)c1/C=N/NC(N)=O
    2, 4, -10, 4, -2, -23, -1, 0.1, 2.3
> O=C(NCc1ccccc1)c1ccc(NC2=NC3CS(=O)(=O)CC3S2)cc1 (stereo unspecified)
    9, -3, -1, 0, -1, 2, -2, 0.4, 3.1
> COc1ccccc1NC(=O)CSc1nnc(Cn2cnc3ccccc32)o1
    3, 0, 0, 0, -4, 10, -2, -0.1, 1.8
> OCCC1CN(Cc2ccon2)CCN1CCc1ccccc1 (stereo unspecified)
    2, -5, 0, -8, -1, 13, -2, -0.1, -0.5
> CCn1c(/C=C/N(C(C)=O)c2ccccc2)[n+](CCCS(=O)(=O)[O-])c2cc(Cl)c(Cl)cc21
    9, 1, -8, 1, 1, 8, -1, 0.1, -1.1
> COc1ccc(C(=O)N[C@H](C(=O)OCc2nc3ccsc3c(=O)[nH]2)C(C)C)cc1
    -8, -3, -3, 3, 2, 3, -1, -0.1, -2.3

Whole records from above. Screens in order: procasp3 activ, Fh CTSL1 inh, proCasp7 act, HCV core dimer, TPT1 inhibitor, JMJD2C inh, PP1 inh, Efflux pump mplx, PP5 primary
COc1ccc(C(=O)NC(=S)Nc2ccc(S(=O)(=O)Nc3cc(C)on3)cc2)cc1OC across the screens: -11, -2, -5, 7, -3, 1, -3, -0.2, -1.6
CCN(CC)c1ccc(N2C(=O)c3ccccc3C2=O)cc1 across the screens: 1, 2, 11, 3, -6, 4, 4, 0.0, -0.6

Screens from PubChem.

An unsorted share of the library; overall some 2.9% were active at least once.
